Bioassay records: PubChem, National Center for Advancing Translational Sciences (NCATS)
ATXN2 expr inh: inhibitors of ATXN2 expression. HEK-293 ATXN2-luciferase reporter, luminescence, 24 h. 360,000 tested, 0.72% active. Potency, µM (doses to about 57 µM), without a hit: at the top dose activity change, negative = inhibition, usual class: inhibitors; note: potency is the fitted concentration of half-maximal effect; % is set by controls: 0 for no effect and ±100 for the full control effect; nearly all actives have a fitted effect of over 55% in size
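ATXN2-luciferase reporter cells (luciferase flanked by upstream and downstream ATXN2 gene portions) were treated 24 h at 37 °C with compounds at up to 57 uM. SteadyGlo luminescence gave expression; GF-AFC fluorescence gave viability.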
HT1080-NT tox: kills 2HG-producing HT-1080-NT fibrosarcoma cells. 360,000 tested, 1.6% active. Potency, µM (top dose mostly 46.1 µM), for inactives: at the top dose activity, negative = less viability, most hits filed as cytotoxic. HT-1080-NT fibrosarcoma viability, CellTiter-Glo ATP luminescence, 48 h;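 note: NT is the 2HG producing partner of a matched IDH1 knockdown line; potency is the fitted concentration of half-maximal effect; 0% = DMSO-treated cells and -100% = media-only wells without cells; nearly all actives have a fitted effect of over 55% in size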
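HT-1080-NT fibrosarcoma cells (2HG-overproducing), 750 cells/well in RPMI with 5% FBS, dosed after 2 h and incubated 48 h at 37C. CellTiter-Glo luminescence normalized to DMSO and no-cell wells; concentration-response curves fitted and classed.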
HT1080 IDH1KD tx: toxicity to HT-1080 IDH1 knockdown cells (counter line); 360,000 tested, 2% active; Potency, µM (titrated, usually from 46.1 µM), for inactives: at the top dose activity, negative = toxicity, actives largely listed as cytotoxic; HT-1080 IDH1 knockdown viability, ATP luminescence, 48 h;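 note: potency is the fitted concentration of half-maximal effect; 0% = DMSO wells and -100% = cell-free medium wells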
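CellTiter-Glo luminescence after 48 h compound exposure at 37 degrees C of IDH1-knockdown HT-1080 cells in 5% FBS RPMI. %Activity scaled between DMSO wells and cell-free media wells, with curves fitted and assigned curve classes.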
IL-1B inflam inh: inflammasome signaling inhibition, IL-1 beta readout; THP-1 LPS/ATP IL-1B secretion, AlphaLISA, 16 h; stronger effect = lower value; 360,000 tested, 4.7% active; activity change, % at 57.5 µM; AID 743279; in the data active = activity change below about -50%; inconclusive = mostly about -30% to -49%; note: % is set by controls: 0 for no effect and ±100 for the full control effect
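Secreted IL-1B measured by AlphaLISA bead assay after 16 h compound exposure of THP-1 cells; compounds (final up to 57.5 uM) added 1 h before LPS (250 ng/mL) and ATP (1.25 mM) stimulation; lower signal means less secretion.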
MCF10A rereplic: DNA re-replication induction in MCF 10a cells. MCF 10A DNA re-replication, Hoechst nuclear intensity, 48 h. Potency, µM (titrated, usually from 46.1 µM), for the others: at the top dose activity, positive = re-replication, hits mostly activators. 350,000 tested, 2.9% active. AID 624296; note: potency is the fitted concentration of half-maximal effect; % of control where 0% means no effect; nearly all actives have a fitted effect of over 50% in size
ATXN viability: reduces viability in counter-screen for ATXN expression inhibitors. S2 cells (HEK-293 line with an ATXN2-luciferase reporter) viability, CellTiter-Fluor protease fluorescence, 24 h. Potency, µM (top dose mostly 56.7 µM), usual class: cytotoxic. 400,000 tested, 0.49% active. AID 651635; note: potency is the fitted concentration of half-maximal effect; nearly all actives have a fitted effect of over 40% in size
HepG2 viability: kills HepG2 cells in TGF-b inhibitor counter-screen. HepG2 CAGA-GFP viability, ATP luminescence, 18 h. Potency, µM (titrated, usually from 46.1 µM), inactives show at the top dose activity change, negative = cytotoxicity, most hits filed as cytotoxic. 410,000 tested, 0.76% active; note: potency is the fitted concentration of half-maximal effect; some results filed as inactive show a strong effect at the top dose
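CellTiter-Glo luminescence gave cytotoxicity after 18 hours at 37 degrees C. The cells were HepG2 CAGA-GFP in 1% FBS DMEM, stimulated with 500 pg/mL TGF-beta after compound addition. %Activity was normalised to no-cell wells (complete cell-killing) and DMSO (no toxicity), and curves were fitted and classified.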
KB-3-1 tox: KB-3-1 parental cell cytotoxicity; AID 1347075; Potency, µM (series often up to 46.1 µM), for the others: at the highest dose activity change, negative = cytotoxic, actives largely listed as cytotoxic; KB-3-1 viability, CellTiter-Glo ATP luminescence, 72 h; 400,000 tested, 1.4% active; note: potency is the fitted concentration of half-maximal effect; % is set by controls: 0 for no effect and ±100 for the full control effect; nearly all actives have a fitted effect of over 60% in size
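Cells are dispensed, compounds pinned in, plates held at 37 °C for 72 h, then CellTiter-Glo is added and luminescence read after 10 minutes. Cell line: parental KB-3-1 in phenol-red-free DMEM, 10% FBS.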
SW480 rerep: inducers of DNA re-replication in SW480 colon cancer cells; Potency, µM (titrated, usually from 46.1 µM), inactives show top-dose re-replication activation, usual class: activators; 340,000 tested, 1.8% active; AID 624297; SW480 DNA re-replication, Hoechst DNA content imaging, 48 h; note: potency is the fitted concentration of half-maximal effect; % of control where 0% means no effect; nearly all actives have a fitted effect of over 55% in size
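250 cells/well; 23 nL cpd via pin tool; 48 hr, 37 C, 5% CO2; Hoechst 40 min; imager read of total nuclear intensity, ex 405/em 500-530 nm.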
Active calls of the source: *; & = joins results of further samples; [ ] = dose if it differs, or a comment. Unless noted, calls come from the whole dose curve; as a rule, active = well fitted curve in the direction sought with a large enough effect; inconclusive = small, poorly fitted or top-dose-only effect, or another doubt; inactive = no such curve, though single readings can be large; an effect the other way counts as inactive or inconclusive.

COc1ccc(NC(=S)NCCCn2ccnc2)cc1 was read as ATXN2 expr inh 0%, HT1080-NT tox 11%, HT1080 IDH1KD tx 3%, IL-1B inflam inh 3, MCF10A rereplic -1%, ATXN viability inactive, HepG2 viability -6%, KB-3-1 tox -4% and SW480 rerep 4%.
For Cc1ccc(CNC(=O)C2CCCN(S(=O)(=O)N3CC(C)CC(C)C3)C2)cc1 (stereo not given) the results were ATXN2 expr inh 2%, HT1080-NT tox inconclusive, HT1080 IDH1KD tx 0%, IL-1B inflam inh 6, MCF10A rereplic 4%, ATXN viability inactive, HepG2 viability 6%, KB-3-1 tox 7% and SW480 rerep 0%.
For O=c1cc(N2CCc3ccccc32)[nH]c(=O)n1-c1ccc(Br)cc1 the results were ATXN2 expr inh 9%, HT1080-NT tox 0%, HT1080 IDH1KD tx -2%, IL-1B inflam inh 6, MCF10A rereplic inconclusive, ATXN viability inactive, HepG2 viability -3%, KB-3-1 tox 9% and SW480 rerep 6%.
COCCNC(=O)CSc1ccccc1C(=O)O was read as ATXN2 expr inh -12%, HT1080-NT tox 13%, HT1080 IDH1KD tx 22%, IL-1B inflam inh 0, MCF10A rereplic 9%, ATXN viability inactive, HepG2 viability -27%, KB-3-1 tox 4% and SW480 rerep -2%.
For COc1cc(NS(=O)(=O)c2ccc(NC(=S)NC(=O)C3CCCC3)cc2)nc(OC)n1 the results were ATXN2 expr inh 16%, HT1080-NT tox -5%, HT1080 IDH1KD tx -10%, IL-1B inflam inh 9, MCF10A rereplic -24%, ATXN viability inactive, HepG2 viability 14%, KB-3-1 tox 0% and SW480 rerep -4%.
CN(CCNC(=O)c1cccc(N2CCCC2=O)c1)Cc1ccccc1 was read as ATXN2 expr inh 4%, HT1080-NT tox 7%, HT1080 IDH1KD tx 11%, IL-1B inflam inh -11, MCF10A rereplic -14%, ATXN viability inactive, HepG2 viability -1%, KB-3-1 tox 26% and SW480 rerep -8%.
O=C(CSc1nnc(-c2cccs2)o1)c1cccs1 was read as ATXN2 expr inh 53%[activator], HT1080-NT tox 0%, HT1080 IDH1KD tx 4%, IL-1B inflam inh -1, MCF10A rereplic 3.7µM*, ATXN viability inactive, HepG2 viability 4%, KB-3-1 tox 7% and SW480 rerep inconclusive.
Screening O=C(COC(=O)c1ccccc1O)NCC1COc2ccccc2O1 (stereo not given) returned ATXN2 expr inh 5%, HT1080-NT tox -3%, HT1080 IDH1KD tx -3%, IL-1B inflam inh 0, MCF10A rereplic -9%, ATXN viability inactive, HepG2 viability -33%, KB-3-1 tox -2% and SW480 rerep 2%.
For CC1(C)Cc2ccccc2C(CSc2ccccc2C(=O)O)=N1 the results were ATXN2 expr inh -21%[11.3 µM], HT1080-NT tox -10%, HT1080 IDH1KD tx 13%, IL-1B inflam inh -16, MCF10A rereplic -4%, ATXN viability inactive, HepG2 viability -1%, KB-3-1 tox 3% and SW480 rerep 2%.
Screening CC(O)CC(=O)NOCc1ccccc1 (stereo not given) returned ATXN2 expr inh -3%, HT1080-NT tox 8%, HT1080 IDH1KD tx 6%, IL-1B inflam inh 25, MCF10A rereplic -14%, ATXN viability inactive, HepG2 viability 7%, KB-3-1 tox 0% and SW480 rerep inconclusive.
COCCCNC(=O)C1=CCN(S(=O)(=O)c2ccc(OC)cc2)CC1 was read as ATXN2 expr inh -4%, HT1080-NT tox 8%, HT1080 IDH1KD tx 10%, IL-1B inflam inh 3, MCF10A rereplic 5%, ATXN viability inactive, HepG2 viability -1%, KB-3-1 tox 14% and SW480 rerep 1%.
For CCOc1ccc(/C=N/NC(=O)c2nnn(-c3nonc3N)c2-c2ccc(OCC)cc2)cc1 the results were ATXN2 expr inh -21%, HT1080-NT tox -2%, HT1080 IDH1KD tx -2%, IL-1B inflam inh 23, MCF10A rereplic 0%, ATXN viability inactive, HepG2 viability -12%, KB-3-1 tox 14% and SW480 rerep 1%.
For CCOC(=O)c1cc(NC(=O)CC(C)(C)CC(=O)O)ccc1N1CCCCC1 the results were ATXN2 expr inh -19%, HT1080-NT tox 16%, HT1080 IDH1KD tx 1%, IL-1B inflam inh 28, MCF10A rereplic -4%, ATXN viability inactive, HepG2 viability 7%, KB-3-1 tox -2% and SW480 rerep 0%.
O=C(O)c1cccc(S(=O)(=O)NCC2CCCO2)c1 (stereo not given) was read as ATXN2 expr inh -10%, HT1080-NT tox -1%, HT1080 IDH1KD tx 1%, IL-1B inflam inh 4, MCF10A rereplic inconclusive, ATXN viability inactive, HepG2 viability -8%, KB-3-1 tox -2% and SW480 rerep -17%.
Screening CC(C)NCC(O)c1ccc2ccccc2c1 (stereo not given) returned ATXN2 expr inh 2%&-8%, HT1080-NT tox 7%, HT1080 IDH1KD tx -6%, IL-1B inflam inh 2, MCF10A rereplic -1%&0%, ATXN viability inactive, HepG2 viability 4%, KB-3-1 tox 0% and SW480 rerep -18%&3%.
CSc1ccc(-c2nc3cccc(C)n3c2Nc2ccc(Cl)cc2)cc1 was read as ATXN2 expr inh 0%, ATXN viability inconclusive, HepG2 viability 2% and KB-3-1 tox -26%.
Screening Cc1c(C(=O)N(Cc2ccccc2)Cc2cccs2)cnn1-c1ccc(Cl)cc1 returned ATXN2 expr inh -9%, HT1080-NT tox 1%, HT1080 IDH1KD tx -3%, MCF10A rereplic 4%, ATXN viability inactive, HepG2 viability -14%, KB-3-1 tox -25% and SW480 rerep 5%.
Screening Cc1cc(C(=O)Nc2ccc(Cl)cc2)c(C)n1-c1ccccc1 returned ATXN2 expr inh inconclusive, HT1080-NT tox inconclusive, HT1080 IDH1KD tx inconclusive, IL-1B inflam inh -91*, MCF10A rereplic inconclusive, ATXN viability inactive, HepG2 viability -11%, KB-3-1 tox -1% and SW480 rerep inconclusive.
Screening COc1cc(OC)cc(-c2nnc(SCc3c(F)cccc3Cl)o2)c1 returned ATXN2 expr inh 51%[activator], HT1080-NT tox -12%, HT1080 IDH1KD tx -3%, IL-1B inflam inh -60*, MCF10A rereplic 0%, ATXN viability inactive, HepG2 viability -32%, KB-3-1 tox -12% and SW480 rerep -4%.
For CCc1ccc(C)c(OC(=O)c2cncc(Br)c2)c1 the results were HT1080-NT tox 9%, HT1080 IDH1KD tx 10%, IL-1B inflam inh 9, MCF10A rereplic 6%, ATXN viability inactive, HepG2 viability -10%, KB-3-1 tox -1% and SW480 rerep -6%.
For Cc1nc(NS(=O)(=O)c2ccccc2)sc1NC(=O)OC(C)C the results were ATXN2 expr inh 3%, HT1080-NT tox 11%, HT1080 IDH1KD tx 0%, IL-1B inflam inh -4, MCF10A rereplic -14%, ATXN viability inactive, HepG2 viability -3%, KB-3-1 tox -1% and SW480 rerep 21%.
For Cc1ccc(C(=O)N2CCN(c3ccc(NC(=O)Cc4ccccc4)cc3)CC2)cc1 the results were ATXN2 expr inh -4%, HT1080-NT tox 0%, HT1080 IDH1KD tx 1%, IL-1B inflam inh inconclusive, MCF10A rereplic 3%, ATXN viability inactive, HepG2 viability 2% and SW480 rerep -6%.
For COc1ccc(OC)c(C(=O)c2ccccc2)c1 the results were ATXN2 expr inh 6%, HT1080-NT tox 1%, HT1080 IDH1KD tx -19%, IL-1B inflam inh 0, MCF10A rereplic -3%, ATXN viability inactive, HepG2 viability -10%, KB-3-1 tox 2% and SW480 rerep -1%.
For CCc1nn(CC(=O)NCCc2ccc(OC)c(OC)c2)c(=O)c2cc3occc3n12 the results were ATXN2 expr inh -3%, ATXN viability inactive, HepG2 viability -21% and KB-3-1 tox -2%.
Screening COC(=O)/C=C1\OCc2cc(OC)c(OC)cc21 returned HT1080-NT tox inconclusive, HT1080 IDH1KD tx 20%, IL-1B inflam inh -9 and KB-3-1 tox 18%.
For CC(C)CC(=O)Nc1ccc2c(c1)nc(CCN1CCCCC1)n2C the results were HT1080-NT tox 7%, HT1080 IDH1KD tx 4%, IL-1B inflam inh -8, MCF10A rereplic -7%, ATXN viability inactive, HepG2 viability -20%, KB-3-1 tox 0% and SW480 rerep -14%.
Screening Cc1ccc(-n2ncc(C(=O)NC3CC3)c2C2CCN(C(=O)OC(C)(C)C)CC2)cc1 returned ATXN2 expr inh -9%, HT1080-NT tox 15%, HT1080 IDH1KD tx 18%, IL-1B inflam inh 36, MCF10A rereplic 7%, ATXN viability inactive, HepG2 viability -16%, KB-3-1 tox 12% and SW480 rerep -21%.
Screening CCSCc1nnc(SCC(=O)c2ccc(OC)cc2)n1C returned ATXN2 expr inh 9%, HT1080-NT tox 13%, HT1080 IDH1KD tx 14%, IL-1B inflam inh 14, MCF10A rereplic 4%, ATXN viability inactive, HepG2 viability 0%, KB-3-1 tox 8% and SW480 rerep 1%.
Screening Cc1ccc(S(=O)(=O)N2CCCCC2)cc1C(=O)OC1CCCCC1=O (stereo not given) returned ATXN2 expr inh 9%, HT1080-NT tox -3%, HT1080 IDH1KD tx -6%, IL-1B inflam inh 4, MCF10A rereplic 5%, ATXN viability inactive, HepG2 viability -14%, KB-3-1 tox 1% and SW480 rerep 0%.
For O=C(NC(=S)Nc1cc(C(F)(F)F)ccc1Cl)c1ccccc1 the results were ATXN2 expr inh -5%, HT1080-NT tox -21%, HT1080 IDH1KD tx -24%, IL-1B inflam inh 40, MCF10A rereplic 22%, ATXN viability inactive, HepG2 viability -40%, KB-3-1 tox -12% and SW480 rerep inconclusive.
